Screening results deposited in PubChem BioAssay by National Center for Advancing Translational Sciences (NCATS).
ATXN2 expr inh – reduces ATXN2 reporter expression in HEK-293 cells. HEK-293 ATXN2-luciferase reporter, luminescence, 24 h. Potency, µM (highest dose often 57 µM), for inactives: at the highest dose activity change, negative = inhibition, usual class: inhibitors. actives 0.72% (n = 360,000). AID 1745845; further: on the % scale 0 is the no-effect control and ±100 the full control effect; nearly all actives have a fitted effect of over 55% in size
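qHTS (up to 57 uM final) was run with 24 h compound exposure of reporter cells at 37 °C. Each well was multiplexed: SteadyGlo luminescence measured ATXN2-luciferase expression after a fluorogenic Gly-Phe-AFC viability readout (25 uM final).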
ATXN viability – viability counter-screen for ATXN expression inhibitors; S2 cells (HEK-293 line with an ATXN2-luciferase reporter) viability, CellTiter-Fluor protease fluorescence, 24 h; Potency, µM (series often up to 56.7 µM), usual class: cytotoxic; actives 0.49% (n = 400,000); further: nearly all actives have a fitted effect of over 40% in size
Nrf2 inh – blocks Nrf2 signaling; A549 ARE-Fluc reporter, luciferase luminescence, 18-24 h; Potency, µM (highest dose often 46 µM), inactives show at the top dose activity change, negative = inhibition, hits mostly inhibitors; actives 2.1% (n = 360,000); AID 504444; further: on the % scale 0 is the no-effect control and ±100 the full control effect; nearly all actives have a fitted effect of over 60% in size
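Cells were seeded and rested 2 h, then exposed to compounds for 18-24 h. CellTiter-Fluor was read first as a viability measure. BugLite was added 15 min before the final luminescent read of ARE-luciferase activity in A549 cells.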
EPAC2 antag – antagonists of human EPAC2 | actives 0.18% (n = 360,000) | Potency, µM (titrated, usually from 114 µM), without a hit: top-dose activity, negative = inhibition, hits mostly inhibitors | EPAC2 GEF exchange of Rap1B-BODIPY-GDP, fluorescence; further: on the % scale 0 is the no-effect control and ±100 the full control effect; nearly all actives have a fitted effect of over 45% in size; many of its hits are not listed in these tables
Target sequence (Q8WZA2 whole entry, looked up): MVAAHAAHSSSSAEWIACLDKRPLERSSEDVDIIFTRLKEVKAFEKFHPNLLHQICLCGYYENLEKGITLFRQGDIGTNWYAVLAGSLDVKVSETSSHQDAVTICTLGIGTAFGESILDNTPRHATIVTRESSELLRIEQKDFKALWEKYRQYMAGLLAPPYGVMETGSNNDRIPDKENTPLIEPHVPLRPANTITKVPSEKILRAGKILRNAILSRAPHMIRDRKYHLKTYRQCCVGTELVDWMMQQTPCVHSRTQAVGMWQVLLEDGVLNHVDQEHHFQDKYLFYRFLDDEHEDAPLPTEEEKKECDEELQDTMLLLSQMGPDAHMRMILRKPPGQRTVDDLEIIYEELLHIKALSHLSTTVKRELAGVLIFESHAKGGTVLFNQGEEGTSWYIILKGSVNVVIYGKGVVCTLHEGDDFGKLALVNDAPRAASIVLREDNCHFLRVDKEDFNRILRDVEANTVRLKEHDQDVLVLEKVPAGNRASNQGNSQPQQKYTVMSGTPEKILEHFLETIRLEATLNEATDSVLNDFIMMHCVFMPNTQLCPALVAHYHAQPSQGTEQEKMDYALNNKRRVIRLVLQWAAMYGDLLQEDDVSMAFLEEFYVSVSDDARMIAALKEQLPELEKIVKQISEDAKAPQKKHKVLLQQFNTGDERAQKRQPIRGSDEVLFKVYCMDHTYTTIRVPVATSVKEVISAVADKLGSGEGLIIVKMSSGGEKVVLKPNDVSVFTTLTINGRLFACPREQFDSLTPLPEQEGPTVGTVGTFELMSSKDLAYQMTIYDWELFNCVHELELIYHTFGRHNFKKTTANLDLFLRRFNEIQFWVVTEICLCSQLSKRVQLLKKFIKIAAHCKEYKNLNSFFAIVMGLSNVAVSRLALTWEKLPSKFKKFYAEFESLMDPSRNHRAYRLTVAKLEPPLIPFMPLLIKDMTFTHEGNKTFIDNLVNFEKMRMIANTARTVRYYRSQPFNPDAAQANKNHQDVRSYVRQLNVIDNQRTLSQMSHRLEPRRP
A549 viability – A549 cytotoxicity, counter-screen for Nrf2 inhibitors; A549 ARE-Fluc cells, CellTiter-Fluor viability, 18-24 h; Potency, µM (highest dose often 46 µM), without a hit: at the top dose activity change, negative = cytotoxicity, actives largely listed as inhibitors; actives 0.16% (n = 390,000); AID 504648; further: on the % scale 0 is the no-effect control and ±100 the full control effect
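A549 ARE_Fluc cells in 5% FBS OPTI-MEM were exposed to compounds in concentration-response for 18-24 h at 37 deg C. Viability was read by CellTiter-Fluor fluorescence (Ex 405/Em 525) after 30 min, before the luciferase read.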
TGFb inhibitor – inhibitors of TGF-b signaling; HepG2 CAGA-GFP TGF-b/SMAD3 reporter, GFP fluorescence, 18 h; TGF-beta stimulated, 500 pg/mL final; Potency, µM (doses to about 46.1 µM), for the others: at the top dose activity, negative = inhibition, actives largely listed as inhibitors; actives 1.2% (n = 410,000); AID 588855; further: on the % scale 0 is the no-effect control and ±100 the full control effect; nearly all actives have a fitted effect of over 65% in size
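GFP signal (ex488/em500-530) from TGF-beta-stimulated HEPG2 CAGA-GFP cells, 500 pg/mL final, 18 h at 37 degrees C in DMEM plus 1% FBS, normalized to unstimulated and DMSO-stimulated controls.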
MCF10A rereplic – induces DNA re-replication in MCF 10a normal breast cells; Potency, µM (top dose mostly 46.1 µM), for the others: top-dose activity, positive = re-replication, hits mostly activators; actives 2.9% (n = 350,000); MCF 10A DNA re-replication, Hoechst nuclear intensity, 48 h; further: % of control where 0% means no effect; nearly all actives have a fitted effect of over 50% in size
Nrf2 activator – Nrf2 pathway activation; AREc32 ARE-luciferase reporter (MCF7-derived line), luminescence, 24 h; Potency, µM (top dose mostly 46.1 µM), inactives show top-dose activation, usual class: activators; actives 0.31% (n = 410,000); AID 624171; further: % of control where 0% means no effect; nearly all actives have a fitted effect of over 65% in size
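Quantitative high-throughput format: AREc32 reporter cells, 1000 per well, received compound by pin transfer and were incubated 24 hr at 37 deg C, 5% CO2, before Steady-Glo luminescence detection.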
HepG2 viability – kills HepG2 cells in TGF-b inhibitor counter-screen; actives 0.76% (n = 410,000); Potency, µM (doses to about 46.1 µM), without a hit: at the top dose activity change, negative = cytotoxicity, actives largely listed as cytotoxic; HepG2 CAGA-GFP viability, ATP luminescence, 18 h; AID 588856; further: some results filed as inactive show a strong effect at the top dose
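HepG2 CAGA-GFP cells (1000/well, DMEM with 1% FBS) received compound, then TGF-beta at 500 pg/mL final, and were incubated 18 hours at 37 degrees C. Viability was read by CellTiter-Glo luminescence. Media-only wells were set as complete cell-killing and DMSO as no toxicity.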
* hit, by the source's call; i = inactive; ? = inconclusive; · = no result given; & = joins results of further samples; [ ] = dose if it differs, or a comment. The call rests on the fitted dose curve; in most records, active means well fitted curve in the direction sought with a large enough effect; inconclusive means small, poorly fitted or top-dose-only effect, or another doubt; inactive means no such curve, though single readings can be large; an effect the other way counts as inactive or inconclusive. Potency means the concentration at half of the fitted maximal effect.

SMILES	ATXN2 expr inh	ATXN viability	Nrf2 inh	EPAC2 antag	A549 viability	TGFb inhibitor	MCF10A rereplic	Nrf2 activator	HepG2 viability
CCn1c(C)c(C)c2cc(C(=O)NCc3ccc(OC)cc3OC)ccc21	·	·	16%	·	17%	?	·	2.1%	-43%
COc1ccc(CNC(=O)N[C@H](C(=O)O)C(C)C)cc1OC	27%	i	4%	-11%	1%	3%	9%	-0.8%	-2%
O=C(COC(=O)c1ccc([N+](=O)[O-])s1)Nc1ncc(C(F)(F)F)cc1Cl	-1%	i	-7%	-2%	-5%	0%	9%	5.7%	-25%
CCOc1ccccc1C(=O)Nc1cc2c(cc1C)n(C)c(=O)c(=O)n2C	9%	i	-14%	·	-1%	0%	·	0.7%	-1%
O=C(NCC1COc2ccccc2O1)c1ccc(-n2cncn2)c([N+](=O)[O-])c1 (centres undefined)	8%	i	-11%	-1%	1%	-2%	-1%	2.1%	1%
CCN(CC)S(=O)(=O)c1ccc(C2CNC(=O)C2)cc1 (centres undefined)	3%	i	-17%	9%	-7%	-1%	0%	-0.4%	-8%
CCN(c1ccccc1)S(=O)(=O)c1ccc(Oc2ccccc2)c(N)c1	5%	i	?	-18%	?	-16%	?	0.8%	-13%
O=C(Cc1cccc2ccccc12)NCC(=O)N1CCN(CC(=O)Nc2ccc(F)cc2)CC1	·	i	·	-8%	·	-11%	·	-1.8%	-20%
Cc1ccc(N2C(=O)c3ccccc3C2=O)cc1C	29%	i	21%	1%	-7%	11%	-10%	0.3%	-1%
COc1ccc(-c2nc3ccccc3o2)cc1NC(=O)COc1ccc(C)c(C)c1	15%	?	·	·	-5%	14%	·	-0.2%	-13%

Some of these compounds in order of length of the SMILES, highest first.
SMILES	ATXN2 expr inh	ATXN viability	Nrf2 inh	EPAC2 antag	A549 viability	TGFb inhibitor	MCF10A rereplic	Nrf2 activator	HepG2 viability
O=C(COC(=O)c1ccc([N+](=O)[O-])s1)Nc1ncc(C(F)(F)F)cc1Cl	-1%	i	-7%	-2%	-5%	0%	9%	5.7%	-25%
O=C(NCC1COc2ccccc2O1)c1ccc(-n2cncn2)c([N+](=O)[O-])c1 (centres undefined)	8%	i	-11%	-1%	1%	-2%	-1%	2.1%	1%
CCn1c(C)c(C)c2cc(C(=O)NCc3ccc(OC)cc3OC)ccc21	·	·	16%	·	17%	?	·	2.1%	-43%
Cc1ccc(N2C(=O)c3ccccc3C2=O)cc1C	29%	i	21%	1%	-7%	11%	-10%	0.3%	-1%

Back to the main list with the 2 entries that preceded the break.
SMILES	ATXN2 expr inh	ATXN viability	Nrf2 inh	EPAC2 antag	A549 viability	TGFb inhibitor	MCF10A rereplic	Nrf2 activator	HepG2 viability
Cc1ccc(N2C(=O)c3ccccc3C2=O)cc1C	29%	i	21%	1%	-7%	11%	-10%	0.3%	-1%
COc1ccc(-c2nc3ccccc3o2)cc1NC(=O)COc1ccc(C)c(C)c1	15%	?	·	·	-5%	14%	·	-0.2%	-13%
Cc1cc(C)n(C(=O)c2c([N+](=O)[O-])cnn2C)n1	-7%	i	22%	14%	4%	5%	2%	-0.3%	-4%
CN(c1ccccc1)S(=O)(=O)c1cccc(C(=O)OCC(=O)NCc2ccco2)c1	-1%	i	-3%	-2%	1%	-4%	?	?	-5%
CCOC(=O)c1oc2ccc(CNCCO)c(Cl)c2c1C	16%	i	30%	-5%	8%	1%	21%	2.8%	-30%
CC1(C)Cc2c(cnn2-c2ccc(F)cc2)C(NC(=O)CN2CCCCC2=O)C1 (centres undefined)	17%	i	4%	-1%	2%	-1%	-15%	0.5%	6%
CCn1c(SCC(=O)N2CCc3ccccc3C2)nc2c1c(=O)n(C)c(=O)n2C	1%	i	·	4%	-3%	2%	3%	0.0%	-11%
CCOc1ccc(CCNC(=O)CN2C(=O)COc3ccc(S(=O)(=O)N4CCOCC4)cc32)cc1	7%	i	7%	-7%	2%	3%	·	0.3%	1%
C[C@H](NC(=O)c1ccc(Cl)cc1)C(=O)NCCc1ccc(S(N)(=O)=O)cc1	3%	i	-13%	1%	-2%	-2%	-4%	0.2%	-5%
CCOc1ccc(NC(=S)NC(C)c2cccs2)cc1 (centres undefined)	4%	i	4%	13%	4%	2%	?	0.1%	7%
O=C(Cn1ccc2ccccc2c1=O)NCCC(=O)Nc1ccc(F)cc1F	-7%&8%	i	-17%	7%	2%&2%	19%&1%	0%	0.7%&0.3%	3%&-20%
COC(=O)c1cccc(NC(=O)C(C)N2C(=O)c3ccccc3C2=O)c1 (centres undefined)	19%	i	-2%	8%	4%	11%	-5%	0.3%	-4%
COc1ccc(O)c(-c2[nH]ncc2C(=O)c2ccccc2)c1	1%	i	0%	-4%	0%	8%	20%	2.4%	-2%
CCc1ccc(NC(=O)c2cc(C)on2)cc1	10%	i	21%	-3%	2%	8%	7%	0.0%	-13%
CCc1cccc(OC2OC(CO)C(O)C(O)C2NC(C)=O)c1 (centres undefined)	-10%	i	1%	16%	3%	-4%	-1%	-0.7%	-7%
COc1cccc(OCC(O)CN2CC(C)CC(C)C2)c1 (centres undefined)	2%	i	·	26%	12%	-19%	-5%	0.0%	2%
CCN(CC(=O)Nc1c(F)cccc1F)C(=O)Cc1n[nH]c(=O)c2ccccc12	-7%	i	1%	16%	6%	1%	-1%	0.4%	3%
O=C(CSc1ccc(F)cc1)NC12CC3CC(CC(C3)C1)C2	34%	i	?	-12%	1%	-2%	-2%	2.5%	-10%
CCCCC(=O)N(CCOC)c1nnc(-c2ccccc2C)s1	?	i	-19%	-21%	13%	-4%	?	2.5%	-5%
Cc1ccc(S(=O)(=O)N2CCN(C(=O)CN3C(=O)NC4(CCCC4)C3=O)CC2)c(C)c1	21%	i	-29%	2%	1%	-9%	?	-0.6%	-1%
COc1ccc2[nH]c(C)c(CCNC(=S)Nc3cccc(C)c3)c2c1	-6%	i	?	-11%	3%	-6%	-4%	-0.8%	-13%
CS(=O)(=O)N1CCC(C(=O)Nc2ccc(Cl)cc2)CC1	·	i	4%	2%	4%	10%	5%	0.4%	10%
O=C(C[C@H]1C/C=C\CC[C@@H](Cc2ccc(F)cc2)C(=O)O[C@H](c2ccccc2)CNC1=O)N[C@H](CO)Cc1ccccc1	-22%	i	6%	11%	3%	5%	4%	1.0%	-7%
COc1ccccc1CNc1ncc(-c2ccccc2)n1C	217%[activator]	i	-12%	-10%	3%	-9%	?	0.5%	-55%
COc1cc(C(=O)NNC(=O)COc2cccc(F)c2)ccc1OCC(=O)N1CCOCC1	3%	i	11%	13%	1%	-4%	8%	-0.4%	-1%
COc1ccc2cc(CN(CC3CCCO3)S(=O)(=O)c3ccccc3)c(=O)[nH]c2c1 (centres undefined)	7%	i	?	-4%	-1%	0%	0%	4.7%	-16%
COCCNc1ncnc2c1ncn2[C@H]1CN(Cc2ccc(F)cc2)C[C@@H](CO)O1	18%	i	·	0%	·	6%	·	-1.4%	-2%
Cc1ccc(C(c2nnnn2CS(=O)(=O)c2ccc(C)cc2)N2CCC(C)CC2)cc1 (centres undefined)	-3%	i	0%	-3%	3%	-4%	3%	-0.1%	0%
CS(=O)(=O)N1CCC(C(=O)O)CC1	3%	i	-9%	1%	14%	1%	1%	-0.3%	2%
CC1Cc2ccccc2C(CCc2ccccc2)=N1 (centres undefined)	·	i	1%	5%	-1%	8%	12%	-0.9%	-5%
Cc1cc(C)cc(OCC(=O)NCC2CCCO2)c1 (centres undefined)	0%	i	-17%	-6%	7%	0%	?	-0.2%	-15%
CCn1nc(C)c(CNC(=O)c2ccc(OC3CCN(Cc4ccccn4)CC3)cc2)c1C	-27%	?	1.5µM*	7%	-16%	-6%	-2%	0.1%	-6%
Cc1ccc(CSc2nc3ccccc3c(=O)n2CCCC(=O)NCc2ccco2)cc1	?	i	2%	4%	-5%	28%	27%	-0.3%	-3%
CN(CCc1ccccn1)C(=O)CCC1CCCN(C(=O)c2ccccn2)C1 (centres undefined)	12%	i	-2%	5%	4%	9%	3%	0.1%	1%

A portion of the library, so the mix of outcomes need not match the whole.
